# FECH inh = human FECH heme synthesis enzyme inhibition | purified FECH, Ni-mesoporphyrin absorbance 550 nm | 3.3% of 20,000 active | calls only at 10 µM (by protocol) | P22830;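 active = enzyme reaction rate more than 3 SD below the solvent-only control wells on the same plate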;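 also: lower slope than DMSO wells means FECH inhibition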
# Target sequence (P22830 whole entry, looked up): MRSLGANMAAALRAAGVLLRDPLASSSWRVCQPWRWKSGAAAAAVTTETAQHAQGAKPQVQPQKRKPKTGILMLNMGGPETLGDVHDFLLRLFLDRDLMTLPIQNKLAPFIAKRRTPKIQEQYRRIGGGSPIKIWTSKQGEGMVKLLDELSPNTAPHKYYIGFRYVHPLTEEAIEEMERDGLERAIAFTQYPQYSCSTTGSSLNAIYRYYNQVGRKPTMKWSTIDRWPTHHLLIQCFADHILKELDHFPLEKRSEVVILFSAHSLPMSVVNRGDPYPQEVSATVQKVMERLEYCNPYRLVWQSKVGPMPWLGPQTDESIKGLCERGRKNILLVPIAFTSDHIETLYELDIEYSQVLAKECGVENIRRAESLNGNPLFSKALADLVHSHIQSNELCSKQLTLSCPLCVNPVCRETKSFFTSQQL
# Calls only; i = inactive; + = active, no number. The list is partial; rates above refer to the full screens.
# Preview:
SMILES,FECH inh
Cc1cc(-c2c(-c3ccccc3)ncn2C(c2ncnn2C)C2CC2)n[nH]1 (stereo unspecified),i
COc1cc2nc(N3CCC(c4nncn4C)CC3)cc(C)c2cc1OC,i
O=C(Cn1c(=O)n(CC2CCC(C(=O)N3CCCCC3)CC2)c(=O)c2sccc21)N1CCCC1 (stereo unspecified),i
Cc1cccc(-c2noc(Cn3cnc4sc5c(c4c3=O)CCNC5)n2)c1,i
CNC(=O)[C@@H]1C[C@H](N)CN1Cc1cc(OC)c(OC)cc1F,i
FC(F)(F)C1CN(c2ccnc3ccccc23)CCO1 (stereo unspecified),i
Cc1ccc(NC(=O)CN2CCN(Cc3ccc(F)cc3)S2(=O)=O)c(C)c1,i
COc1ccc(NC(=O)C2CCCN2S(=O)(=O)c2ccc3c(c2)CCCC(=O)N3)cc1Cl (stereo unspecified),i
CC(Cc1cnccn1)NC(=O)c1cccc(-c2cccc(F)c2)c1 (stereo unspecified),i
CC(=O)Nc1c2n(c3ccccc13)CC(C)(C(=O)NC1CCCC1)N(C1CCC(C)CC1)C2=O (stereo unspecified),i
COc1ccc(Nc2nc(N3CCC(C)CC3)nc3c2cnn3-c2ccccc2)cc1,+
O=C(NCCN1CCCCC1)C1CCCN1C(=O)C1CCCCC1 (stereo unspecified),i
CCOc1c(C)cc(S(=O)(=O)N2CCN(c3nc(C)cc(N4CCCCC4)n3)CC2)cc1C,i
CC(C)(C)c1cc(CN2CCCN(C(=O)c3ccco3)CC2)[nH]n1,i
Cc1ccc(N2C(=O)N(CC(=O)NC3CCCCC3)c3ccccc3S2(=O)=O)c(C)c1,i
CSc1ccc2cc(CN(C)Cc3nccn3C)c(=O)[nH]c2c1,i
COc1cccc(Cn2c(CNC(=O)c3ccc(Cl)cc3)nc3cccnc32)c1,i

# The whole of this part, previewed entries included:
SMILES,FECH inh
Cc1cc(-c2c(-c3ccccc3)ncn2C(c2ncnn2C)C2CC2)n[nH]1 (stereo unspecified),i
COc1cc2nc(N3CCC(c4nncn4C)CC3)cc(C)c2cc1OC,i
O=C(Cn1c(=O)n(CC2CCC(C(=O)N3CCCCC3)CC2)c(=O)c2sccc21)N1CCCC1 (stereo unspecified),i
Cc1cccc(-c2noc(Cn3cnc4sc5c(c4c3=O)CCNC5)n2)c1,i
CNC(=O)[C@@H]1C[C@H](N)CN1Cc1cc(OC)c(OC)cc1F,i
FC(F)(F)C1CN(c2ccnc3ccccc23)CCO1 (stereo unspecified),i
Cc1ccc(NC(=O)CN2CCN(Cc3ccc(F)cc3)S2(=O)=O)c(C)c1,i
COc1ccc(NC(=O)C2CCCN2S(=O)(=O)c2ccc3c(c2)CCCC(=O)N3)cc1Cl (stereo unspecified),i
CC(Cc1cnccn1)NC(=O)c1cccc(-c2cccc(F)c2)c1 (stereo unspecified),i
CC(=O)Nc1c2n(c3ccccc13)CC(C)(C(=O)NC1CCCC1)N(C1CCC(C)CC1)C2=O (stereo unspecified),i
COc1ccc(Nc2nc(N3CCC(C)CC3)nc3c2cnn3-c2ccccc2)cc1,+
O=C(NCCN1CCCCC1)C1CCCN1C(=O)C1CCCCC1 (stereo unspecified),i
CCOc1c(C)cc(S(=O)(=O)N2CCN(c3nc(C)cc(N4CCCCC4)n3)CC2)cc1C,i
CC(C)(C)c1cc(CN2CCCN(C(=O)c3ccco3)CC2)[nH]n1,i
Cc1ccc(N2C(=O)N(CC(=O)NC3CCCCC3)c3ccccc3S2(=O)=O)c(C)c1,i
CSc1ccc2cc(CN(C)Cc3nccn3C)c(=O)[nH]c2c1,i
COc1cccc(Cn2c(CNC(=O)c3ccc(Cl)cc3)nc3cccnc32)c1,i
c1csc(-c2noc(COc3cccc4ccc(N5CCOCC5)nc34)n2)c1,i
O=C(CN1C(=O)C2CCCCN2C(=O)c2ccccc21)NCc1ccc2c(c1)OCO2 (stereo unspecified),i
Cc1nn(CC(C)NCCS(=O)(=O)N(C)C)c(C)c1Cl (stereo unspecified),i
CCc1cn[nH]c1C1CCN(C(=O)CNS(=O)(=O)c2cccs2)CC1,i
COc1cccc(-c2[nH]ncc2C(=O)N2CCC3(CCCN(C)C3=O)C2)c1 (stereo unspecified),i
O=C1C[C@H]2CC[C@@H](CN1)N2CCn1c(=O)oc2ccccc21,i
CCCc1[nH]ncc1C(=O)N1CCCC(CCc2ccc(F)c(F)c2)C1 (stereo unspecified),i
CCn1nc(C)c(C(C)NC(=O)c2cc3ccccc3n2C)c1C (stereo unspecified),i
CN(Cc1cccc2ncccc12)C(=O)c1cccc(-c2ccc(O)cc2)c1,i
Cc1ccccc1CN(CCO)Cc1ncc[nH]1,i
CC(=O)c1ccc(S(=O)(=O)NCc2nc3cccnc3n2C(C)C)cc1,i
O=C(CN1C(=O)CNC1=O)NCc1cccnc1N1CCc2ccccc2C1,i
COC(=O)C(c1cccc(C)c1)n1ccnc1-c1ccccc1C(=O)O (stereo unspecified),i
CN(C(=O)CSCc1nc(-c2ccc(F)cc2)no1)c1ccc(F)cc1,i
c1coc(CCn2ccnc2-c2ccc(-n3cccn3)cc2)c1,i
Cc1cccc(NS(=O)(=O)c2ccc(N)c(S(N)(=O)=O)c2)c1,i
Cc1cc(NC(=O)CCC2CC2)n(C2CCCCC2)n1,i
CCn1ncnc1CN1CCCC(CNC(=O)C=C(C)C)C1 (stereo unspecified),i
COC(=O)c1cccc(C2CC(=O)Nc3c2cnn3-c2ccccc2)n1 (stereo unspecified),i
CCOc1ccc(Nc2nc(NCc3ccccc3OC)nc3c2cnn3-c2ccccc2)cc1,i
Cc1nnc(CN2CCC(N3CCCC(C(=O)N4CCOCC4)C3)CC2)o1 (stereo unspecified),i
Cc1cnn(CCCn2ccnc2-c2cccc3nonc23)c1,i
Cc1cc(C)n(-c2ccc(C(=O)N3CCNCC3C(=O)NC3CC3)cc2)n1 (stereo unspecified),i
CN(C)S(=O)(=O)NCc1nc2cccnc2n1Cc1ccccc1,i
COc1cccc(C2CCN2CC(=O)Nc2ccc(N(C)C(C)=O)cc2)c1 (stereo unspecified),i
Cc1ccc(S(=O)(=O)[C@H]2CS(=O)(=O)C[C@@H]2NCCc2ccc(S(N)(=O)=O)cc2)cc1,i
Cc1cc(C)c(S(=O)(=O)N2CCN(c3cc(-c4cccc(F)c4)ncn3)CC2)cc1C,i
COCCCNc1nc(Nc2cccc(OC)c2)c2cnn(-c3ccccc3)c2n1,i

# Looked up by compound from above (2):
SMILES,FECH inh
CCOc1c(C)cc(S(=O)(=O)N2CCN(c3nc(C)cc(N4CCCCC4)n3)CC2)cc1C,i
COc1cc2nc(N3CCC(c4nncn4C)CC3)cc(C)c2cc1OC,i

# New compounds follow.
SMILES,FECH inh
Cc1nc(SCc2nc(-c3ccccc3)oc2C)[nH]c(=O)c1C,i
CC(C)Oc1cccc(C(=O)C2CCCN(Cc3c[nH]c(=O)[nH]c3=O)C2)c1 (stereo unspecified),i
CCN(CCN1CCCC1)Cc1nc[nH]c1C,i
Cc1ccc(CNc2nc(Nc3ccc(F)cc3)c3cnn(-c4ccccc4)c3n2)cc1,i
COc1cccc(C(=O)NCCCn2ncc3ccccc32)c1C,i
Cc1ccc(-c2nc(N3CCN(CCO)CC3)ncc2-c2ccccc2C)cc1,i
CCCc1cnc(C)nc1N1CCCN(S(C)(=O)=O)CC1,i
O=C(CN1C(=O)COc2ccccc21)N1CCC(c2nc(-c3ccc(F)cc3)no2)CC1,i
Cc1ccc(N2C(=O)CCS2(=O)=O)cc1S(=O)(=O)N1CCN(c2cccc(C)c2C)CC1,i
O=C(Nc1ccc(Br)cc1F)N1CCN(Cc2nc3cccnc3n2-c2ccc(F)cc2)CC1,i
O=C(c1cn2ccsc2n1)N1C[C@H]2C[C@H](O)[C@H](O)C[C@H]2C1,i
Cc1ccc(-c2ccnc(-c3ccc(CCC(=O)O)cc3)n2)c(C)n1,i
CCCN1CC(NC(=O)c2ccc(Cn3cnnn3)cc2)CC1=O (stereo unspecified),i
CC(C)Cc1ncc2c(n1)CN(C(=O)c1ccc(=O)n(C)n1)C2,i
CCCc1c(C)nc2ncnn2c1Sc1ccc(NC(=O)Cc2cccc(F)c2)cc1,i
c1ccc(NC2CCN(Cc3cc4n(n3)CCCNC4)CC2)nc1,i
O=C(NCCCc1ccccn1)c1ccc(-c2cccc3c2OCC3)nc1,i
Cc1cccc(S(=O)(=O)Nc2cnc(N3CC=C(c4ccccc4C)CC3)c(C(=O)O)c2)c1,i
Cc1ccc(CNc2nc(Nc3cc(C)cc(C)c3)c3cnn(-c4ccccc4)c3n2)cc1,i
CCC(=O)Nc1ccc(S(=O)(=O)NCc2nc3cccnc3n2C2CCCC2)cc1,i
CC(c1ccc(-c2ccc3sc(N)nc3c2)cc1)N1CCOCC1 (stereo unspecified),i
O=C(Cc1ccc(O)cc1)NCC1CCCN(Cc2ccncc2)C1 (stereo unspecified),i
CCCNC(=O)C1CCC(Cn2c(=O)c3sccc3n(CC(=O)N(CC)CC)c2=O)CC1 (stereo unspecified),i
Clc1cc2c(cc1-c1nccn1-c1ccc(Oc3nn[nH]n3)cc1)OCO2,i
O=C1[C@@H]2C[C@H](O)CCN2C(=O)CN1CCc1ccccc1Cl,i
NC(=O)c1csc(-c2ccccc2CN2CCOCC2)n1,i
Cc1noc(C)c1CC(=O)NCc1ccccc1-n1ccnc1C,i
CCOC(=O)c1c(C)oc2nc(C)nc(NCCc3ccc(S(N)(=O)=O)cc3)c12,i
O=S(=O)(c1cccc(Cl)c1)N1CCN(Cc2nc3cccnc3n2-c2ccc(F)cc2)CC1,i
CCn1cc(-c2cccc(CN3CCOCC3)c2)c(C)n1,i
CN1CCN(C(=O)c2ccnc(-c3cccc4cnccc34)c2)CC1,i
NCC1Cc2c(ccc3cc(-c4ccncc4)ccc23)O1 (stereo unspecified),i
CN(CC1CCCCO1)C(=O)c1cccc(CC2CCNCC2)c1 (stereo unspecified),i
CN1CCN2C[C@@H](NC(=O)c3ccc(N4CC(=O)NC4=O)cc3)C[C@H]2C1,i
CN1C(=O)C(CC(=O)NCC2=CCCCC2)N(C)C1=O (stereo unspecified),i
CCNC(=O)N1CCC(NC(C)COc2ccc3ccc(=O)oc3c2)CC1 (stereo unspecified),i
CCOc1ccc(Nc2nc(N3CCN(CC)CC3)nc3c2cnn3-c2ccccc2)cc1,i
Cc1cc(N(C)C)nc(Nc2ccc(NC(=O)c3ccccc3I)cc2)n1,i
COC(=O)CN1CCN(c2nccc(CCC(F)(F)F)n2)C(C)C1=O (stereo unspecified),i
NS(=O)(=O)c1ccc(NC(=O)c2ccc(-c3nc(-c4cccc(F)c4)no3)cc2)cc1,i
COc1ccc(-c2cc(N3CCN(C(=O)Nc4ccc5c(c4)OCCO5)CC3)ncn2)cc1,i
C=C(C)COc1ccccc1C(=O)N1C[C@@H]2CC[C@H]1C2,i
CCOC(=O)c1cc2n(n1)CC(C)(C(=O)NCCC(C)C)N(c1ccc(Cl)cc1)C2=O (stereo unspecified),i
CCc1cc(N2CCCN(C(=O)C3CC3)CC2)nc(N(C)C)n1,i
CCOc1ccccc1N(Cc1nc2nc(C)cc(C)n2n1)C(=O)c1ccc(C)cc1,i
CCc1c(C)nc2ncnn2c1Sc1ccccc1NC(=O)c1ccc2c(c1)OCO2,i
CCc1nnc(CN(C)c2nccc(CCC(F)(F)F)n2)o1,i
CC1=C(C(=O)NCc2cccc(Br)c2)C2(CCN(S(C)(=O)=O)CC2)OC1=O,i
CC(=O)c1ccccc1-c1ccncc1C,i
CCOc1ccccc1Nc1c(-c2ccc3c(c2)CCCC3)c(=O)c1=O,i
CCCCn1cc(-c2cc(C(=O)N3CCCC3C)c3cccc(C)c3n2)cn1 (stereo unspecified),i
COc1ccc(-n2cccn2)c(CN2CCCN(C)C3(CCN(C)CC3)C2)c1,i
COc1ccc(Cn2c(CNS(=O)(=O)c3ccc(CC(C)C)cc3)nc3cccnc32)cc1,i
CCc1nc(CNC(=O)C(c2cccc(C)c2)N(C)C)cs1 (stereo unspecified),i
COc1cccc(-c2cc(N3CCN(S(=O)(=O)c4cnn(C(F)F)c4C)CC3)ncn2)c1,i
CCc1c(C)nc2ncnn2c1Sc1ccc(NC(=O)c2ccc(Br)cc2)cc1,+
COCCn1c(CNC(=O)c2ccc(OC)cc2OC)nc2cccnc21,i
Cc1cc(C(=O)N2CCC(C(C)N3CCOCC3)CC2)ccc1F (stereo unspecified),i
Cc1nc2nc(N(C)S(=O)(=O)c3ccccc3)nn2c(C)c1Cl,i
COc1ccc(NS(=O)(=O)c2ccc3c(c2)CCN3C(=O)CCC(=O)N2CCCCCC2)cc1,i

# (continued)
SMILES,FECH inh
CC(C)c1cc(CNCC(=O)NCc2ccccc2F)no1,i
CCCc1cnc(C)nc1N1[C@@H]2CC[C@H]1CN(C)C(=O)C2,i
CC(C(=O)NCc1cn2c(n1)SCC2)N1C(=O)c2cccc3cccc1c23 (stereo unspecified),i
Cc1ccc(N(Cc2nc3nc(C)c(Cl)c(C)n3n2)C(=O)CCc2ccccc2)cc1,i
Cc1ccc(CC(=O)Nc2ccnn2C(C)C)cc1F,i
CCOc1ccc(N(Cc2nc3nc(C)cc(C)n3n2)C(=O)c2ccccc2C)cc1,i
CN1CCC(n2cnc(-c3ccccc3)c2-c2cccc3cccnc23)CC1,i
CCC(=O)Nc1ccccc1-c1nnc(SC(C)C(=O)Nc2ccccc2C)[nH]c1=O (stereo unspecified),i
CCn1nc(NC(=O)c2ccc(CN3CC4CCC3C4)cc2)cc1C (stereo unspecified),i
Cc1cc(C)n(CCNc2nccc(N3CCC(O)C3)n2)c(=O)n1 (stereo unspecified),i
CC(=O)Nc1ccccc1NC(=O)CN1CCC(Oc2cccc(C)c2)CC1,i
Cc1cc2nc(CSc3ccccc3C)cc(=O)n2o1,i
Cc1nc2ccccc2nc1CN1CCC(CNC(=O)NC(C)C)C1 (stereo unspecified),i
CCc1cc(Sc2ccc(NC(=O)c3ccc(OC)cc3)cc2)n2ncnc2n1,i
Cc1ccc(NC(=O)CN2CCN(Cc3ccccc3)S2(=O)=O)c(C)c1,i
CC(C)c1nccn1Cc1cc(C(=O)N(Cc2ccccn2)C2CC2)n[nH]1,i
O=C(CCCn1cnnn1)Nc1cnc2n1CCCC2,i
C/C=C/CC(=O)N(CC)Cc1ccc(Cl)cc1,i
COCc1nnc(C(=O)N2CCC(n3nc(C)cc3C)C2)o1 (stereo unspecified),i
CCCC(=O)Nc1nc2n(n1)C(c1ccccc1)C=C(c1ccc(Cl)cc1)N2 (stereo unspecified),i
